Pf Dd2 growth: P. falciparum Dd2 growth inhibition; SYBR Green, 72 h; hits give low values; activity change, % at 10 µM; 2.3% of 94,000 active; in the data active = activity change below about -80%; inconclusive = no clear call, values can overlap the other calls
GASC1 inh: blocks human GASC-1 (KDM4C) demethylase activity. Q9H3R0. GST-KDM4C 2-372, H3K9me3 peptide, LANCE TR-FRET. inhibition, % at 12.5 µM. 0.15% of 96,000 active. AID 720574;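 active = mean replicate inhibition above about 25%, with at least 55% of replicates also reaching it, limit read from the data, passing the limit was not always enough; inconclusive = only one of those two conditions met; inactive = neither condition met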
Target sequence (Q9H3R0 2-372 limits assumed): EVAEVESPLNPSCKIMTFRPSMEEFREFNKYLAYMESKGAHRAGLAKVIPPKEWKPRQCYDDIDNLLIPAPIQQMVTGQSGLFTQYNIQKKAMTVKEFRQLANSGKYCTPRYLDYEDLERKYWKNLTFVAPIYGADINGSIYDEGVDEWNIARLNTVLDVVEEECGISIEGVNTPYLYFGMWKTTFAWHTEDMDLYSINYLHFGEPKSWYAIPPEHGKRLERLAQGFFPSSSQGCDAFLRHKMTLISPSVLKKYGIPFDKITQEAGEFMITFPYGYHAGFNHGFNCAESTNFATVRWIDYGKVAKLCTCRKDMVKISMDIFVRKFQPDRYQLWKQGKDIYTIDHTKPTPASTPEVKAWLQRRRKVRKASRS
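Compound: one test concentration per compound; Material: GST-GASC-1 enzyme fragment 2-372; Amount: GASC-1 enzyme at 10 nM final in reaction; Also added: H3K9me3 peptide substrate, Fe(II), 2-oxoglutarate; Technique: LANCE TR-FRET; Times: 30 min demethylation and 1 h detection at room temperature.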
Tcruzi prolif: inhibitors of T. cruzi proliferation; inhibition, % at 8.34 µM; T. cruzi beta-gal in NIH3T3, GalScreen luminescence, 90 h; 5.9% of 77,000 active;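 active = mean inhibition above about 93%, with at least 55% of replicates each passing it, limit read from the data, passing the limit was not always enough; inconclusive = only one of those two conditions holds; inactive = neither condition holds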
C diff HTS: C. difficile growth inhibition; 0.25% of 86,000 active; Clostridium difficile clinical isolate growth, OD600, 24 h; hits give low values; growth activity, negative = inhibition, % at 16 µg/mL (by protocol); AID 1259249;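 active = mean growth activity at or below -80% and every replicate also at or below -80%; inconclusive = mean at or below -80% but some replicate above -80%; inactive = mean growth activity above -80%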;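 also: 0% = DMSO wells and -100% = levofloxacin 16 µg/mL wells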
Starred values were filed as active, the others as inactive; ? = inconclusive; · = no result given; & = joins results of further samples.

SMILES	Pf Dd2 growth	GASC1 inh	Tcruzi prolif	C diff HTS
CCNC(=O)C[C@H]1CC[C@H]2[C@@H](COc3ccc(NC(=O)C4CCCCC4)cc3C(=O)N2C)O1	16.0	-0.7	-20.5	-3.5
O=C(C[C@H]1CC[C@H]2[C@@H](COC[C@@H](O)CN2C(=O)Nc2ccccc2)O1)NCc1ccccc1F	19.2	4.7	-1.8	·
C[C@H]1CN([C@@H](C)CO)C(=O)c2cc(NC(=O)Cc3cn(C)c4ccccc34)ccc2O[C@H]1CN(C)C(=O)Nc1ccc(F)cc1	-66.4	15.6	11.0	-6.9
C[C@@H]1CN([C@H](C)CO)C(=O)Cc2cc(NS(=O)(=O)c3ccc(Cl)cc3)ccc2O[C@@H]1CN(C)Cc1ccc(-c2ccccc2)cc1	17.4	4.9	10.0	·
C[C@H]1CN([C@@H](C)CO)C(=O)c2cc(NC(=O)CCCN(C)C)ccc2O[C@@H]1CN(C)CC1CC1	14.3	-0.9	-9.7	-1.3
COc1cccc(-c2ccc3c(c2)[C@H]2[C@H](CCN2C(=O)NC2CCCCC2)[C@@H](CO)N3C)c1	-35.4	5.1	·	12.7
Cc1noc(C)c1NC(=O)N(C)C[C@@H]1Oc2ccc(NC(=O)Nc3ccccc3)cc2CC(=O)N([C@@H](C)CO)C[C@H]1C	28.6	0.7	-3.9	11.9
C[C@H](CO)N1C[C@H](C)[C@@H](CN(C)Cc2ccc(C(=O)Nc3ccccc3N)cc2)Oc2ccc(NC(=O)c3ccncc3)cc2C1=O	-63.8	-0.2	·	6.3
CC=Cc1ccc2n(c1=O)C[C@@H]1[C@@H](CO)[C@H](C(=O)NCCc3cn(C)cn3)[C@H]2N1C(=O)CC1CC1 (mixture of isomers)	25.8	-0.7	·	-0.9
C[C@@H]1CN([C@H](C)CO)C(=O)c2cc(NC(=O)CCCN(C)C)ccc2O[C@@H](C)CCCCO[C@@H]1CN(C)S(C)(=O)=O	1.2	1.4	10.9	-4.9
C[C@H](CO)N1C[C@H](C)[C@@H](CN(C)C(=O)Nc2ccc(C(C)(C)C)cc2)OCc2cnnn2CCCC1=O	4.8	3.5	2.6	-3.1
C[C@@H]1CCCCO[C@@H](CN(C)Cc2ccc(C(=O)O)cc2)[C@H](C)CN([C@@H](C)CO)C(=O)c2cc(NC(=O)Nc3ccc(F)cc3)ccc2O1	45.8	1.5	18.2	1.3
C[C@H](CO)N1C[C@H](C)[C@H](CN(C)Cc2ccc(Cl)c(Cl)c2)Oc2c(NC(=O)C3CCOCC3)cccc2C1=O	5.6	-1.4	4.9	10.1
Cc1noc(C)c1NC(=O)N(C)C[C@@H]1Oc2ncc(C3=CCCCC3)cc2C(=O)N([C@@H](C)CO)C[C@@H]1C	20.3	1.5	·	·
Cc1noc(C)c1NC(=O)Nc1cccc2c1O[C@H](CN(C)Cc1ccc(Cl)c(Cl)c1)[C@H](C)CN([C@@H](C)CO)C2=O	-14.8	-0.1	45.1	-4.9
CC=Cc1ccc2n(c1=O)C[C@H]1[C@H](CO)[C@@H](C(=O)Nc3ccc(-c4ccccc4)cc3)N(CC)[C@@H]21 (mixture of isomers)	-6.5	-0.7	71.1	20.8
N#C[C@@H]1[C@H](c2ccccc2C2=CCCC2)[C@@H](CO)N1C(=O)C1CCCC1	-53.0	1.7	·	0.8
O=C(NCc1cc(F)cc(F)c1)[C@H]1[C@H](CO)[C@H]2Cn3c(cccc3=O)[C@@H]1N2C(=O)c1ccccn1	-17.9	-2.4	·	-3.9
COCC(=O)N1CC2(C1)[C@H](c1ccc(-c3cccc(C)c3)cc1)[C@H](CO)N2C(=O)C1CC1	-50.7	0.6	·	-6.9
CNC[C@@H]1Oc2c(NC(=O)c3cnccn3)cccc2C(=O)N([C@@H](C)CO)C[C@@H]1C	22.3	-0.5	21.5	-3.5
C[C@@H]1CCCCO[C@H](CN(C)Cc2ccc3c(c2)OCO3)[C@@H](C)CN([C@H](C)CO)C(=O)c2cc(NC(=O)Cc3ccccc3)ccc2O1	-34.8	0.0	6.1	-1.1
COCCNC(=O)C[C@@H]1CC[C@@H]2[C@H](COc3ccc(NC(=O)COC)cc3C(=O)N2C)O1	-23.1	0.6	39.6	-10.0
CO[C@@H]1CN(C)C(=O)c2ccc(NS(C)(=O)=O)cc2OC[C@H](C)N(C)C[C@@H]1C	0.4	0.1	19.1	-10.2
C[C@H]1CN([C@@H](C)CO)C(=O)c2cc(C3=CCCCC3)cnc2O[C@H]1CN(C)C(=O)c1cccnc1	-2.1	2.3	·	-2.5
CC(=O)Nc1ccc2c(c1)C(=O)N(C)[C@H]1CC[C@H](CC(=O)Nc3c(F)cccc3F)O[C@@H]1CO2	27.3	0.4	·	7.3
More structures follow:
SMILES	Pf Dd2 growth	GASC1 inh	Tcruzi prolif	C diff HTS
N#C[C@H]1[C@@H](c2ccc(C3=CCCCC3)cc2)[C@H](CO)N1C(=O)NC1CCCCC1	29.7	1.8	99.9*	1.2
Cc1noc(C)c1S(=O)(=O)Nc1ccc2c(c1)C(=O)N([C@H](C)CO)C[C@H](C)[C@H](CN(C)C(=O)NC1CCCCC1)OCCCC[C@@H](C)O2	5.3	18.8	-1.3	-0.2
COc1ccc(NC(=O)N(C)C[C@H]2OCCCC[C@H](C)Oc3ccc(NC(=O)Nc4ccc(C(F)(F)F)cc4)cc3C(=O)N([C@@H](C)CO)C[C@H]2C)cc1	-12.1	1.5	78.3	5.9
C[C@@H]1CN([C@@H](C)CO)S(=O)(=O)c2ccc(C#CC3CC3)cc2O[C@H]1CN(C)C(=O)C1CC1	-20.5	0.6	53.7	-0.2
O=C(NCC[C@H]1CC[C@H](NS(=O)(=O)c2ccc(Cl)cc2)[C@@H](CO)O1)c1ccccc1F	-16.7	0.7	51.7	-3.9
CCCNC(=O)C[C@H]1CC[C@H]2[C@H](COc3ccc(NC(=O)c4ccc(C(F)(F)F)cc4)cc3C(=O)N2C)O1	-7.8	-4.2	38.6	0.9
C[C@H](O)C#Cc1cnc2c(c1)C(=O)N([C@@H](C)CO)C[C@H](C)[C@@H](CN(C)Cc1cncnc1)O2	34.8	0.7	6.2	1.4
C[C@H]1CN([C@@H](C)CO)S(=O)(=O)c2ccc(-c3cccc(C#N)c3)cc2O[C@H]1CN(C)C(=O)Nc1ccccc1F	-68.7	-1.0	116.6*	0.9
CC(C)NC(=O)N(C)C[C@@H]1Oc2ccc(NC(=O)CCN3CCOCC3)cc2CC(=O)N([C@@H](C)CO)C[C@@H]1C	14.2	0.6	13.6	-3.1
O=C(C[C@@H]1C=C[C@H](NC(=O)c2ccc(F)cc2)[C@@H](CO)O1)NCCc1ccccc1	3.9	-1.5	-35.6	0.9
C[C@@H]1CN([C@H](C)CO)C(=O)c2cc(NC(=O)C3CC3)ccc2O[C@@H]1CN(C)C(=O)Nc1ccc(F)cc1	-27.1	1.1	-36.9	4.1
C[C@@H]1CN([C@@H](C)CO)C(=O)c2cc(N(C)C)ccc2O[C@@H]1CN(C)Cc1ccccc1	13.0	7.6	4.3	-5.0
O=C(C[C@H]1C=C[C@@H](NC(=O)CN2CCOCC2)[C@H](CO)O1)NCCc1ccccc1	4.5	-0.1	-25.9	-2.6
Cc1ccc(-c2ccc([C@H]3[C@H](CO)N4C(=O)CN(C(=O)NC(C)C)C[C@@H]34)cc2)cc1	-48.2	-0.8	·	4.6
C[C@H](CO)N1C[C@H](C)[C@H](CN(C)Cc2ccc(C(F)(F)F)cc2)OCCCC[C@H](C)Oc2ccc(NS(=O)(=O)c3cn(C)cn3)cc2C1=O	-25.7	-1.0	68.3	14.7
N#C[C@@H]1[C@H](c2ccccc2-c2cccc(F)c2)[C@H](CO)N1C(=O)NC1CCCC1	-79.5	-0.8	·	4.4
CO[C@@H]1CN(C)C(=O)c2ccc(NC(=O)C3CC3)cc2OC[C@@H](C)N(C(=O)C2CCOCC2)C[C@H]1C	·	-0.2	43.4	·
COc1ccc(S(=O)(=O)Nc2ccc3c(c2)C(=O)N([C@@H](C)CO)C[C@H](C)[C@H](CN(C)Cc2ccc(C(=O)O)cc2)OCCCC[C@H](C)O3)cc1	-3.7	2.2	96.4	-7.2
C[C@@H]1CN([C@@H](C)CO)C(=O)c2cc(NC(=O)NC3CCCCC3)ccc2O[C@@H](C)CCCCO[C@H]1CN(C)C(=O)C1CCCCC1	-30.1	0.6	-48.8	7.5
N#C[C@H]1[C@@H](c2ccccc2-c2cccc(F)c2)[C@@H](CO)N1C(=O)Cc1cccnc1	-23.3	2.1	·	-10.5
COc1cccc(S(=O)(=O)N(C)C[C@H]2OCc3cnnn3CCCC(=O)N([C@@H](C)CO)C[C@H]2C)c1	-4.1	·	-29.5	-1.3
CCCNC(=O)N1CCC2(CC1)CN(C(=O)CC)[C@@H](CO)c1c2c2ccc(OC)cc2n1C	-10.4	2.4	·	-3.8
Cc1ccc(S(=O)(=O)N(C)C[C@H]2Oc3cc(C#CC4CCCC4)ccc3S(=O)(=O)N([C@@H](C)CO)C[C@H]2C)cc1	-59.0	5.2	123.2*	8.2
CC(=O)NC[C@@H]1[C@@H](c2ccc(-c3ccccc3)cc2)[C@H](CO)N1C(=O)C1CCC1	-4.0	2.5	-1.4	-15.2
c1cc(-c2ccc(C3[C@H]4CNC[C@@H]3N4CC3CCCCC3)cc2)ccn1 (some centres not stated)	-8.8&-7.7	1.3&-0.4	·	-1.1&-4.0

Quoted from above for reference:
SMILES	Pf Dd2 growth	GASC1 inh	Tcruzi prolif	C diff HTS
Cc1ccc(-c2ccc([C@H]3[C@H](CO)N4C(=O)CN(C(=O)NC(C)C)C[C@@H]34)cc2)cc1	-48.2	-0.8	·	4.6
C[C@H](CO)N1C[C@H](C)[C@H](CN(C)Cc2ccc(C(F)(F)F)cc2)OCCCC[C@H](C)Oc2ccc(NS(=O)(=O)c3cn(C)cn3)cc2C1=O	-25.7	-1.0	68.3	14.7

Look-ups from the results shown:
`COc1cccc(S(=O)(=O)N(C)C[C@H]2OCc3cnnn3CCCC(=O)N([C@@H](C)CO)C[C@H]2C)c1` in Tcruzi prolif = -29.5
`C[C@H]1CN([C@@H](C)CO)C(=O)c2cc(NC(=O)Cc3cn(C)c4ccccc34)ccc2O[C@H]1CN(C)C(=O)Nc1ccc(F)cc1` in C diff HTS = -6.9
`CCCNC(=O)N1CCC2(CC1)CN(C(=O)CC)[C@@H](CO)c1c2c2ccc(OC)cc2n1C` in C diff HTS = -3.8

Other records.
SMILES	Pf Dd2 growth	GASC1 inh	Tcruzi prolif	C diff HTS
O=C(C[C@H]1C[C@H]2c3cc(NC(=O)c4ccc5c(c4)OCO5)ccc3O[C@H]2[C@@H](CO)O1)NCCN1CCCCC1	3.7	3.7	-53.2	-12.1
Cc1noc(C)c1S(=O)(=O)N(C)C[C@@H]1Oc2ccc(NC(=O)C3CCCCC3)cc2CC(=O)N([C@@H](C)CO)C[C@@H]1C	26.2	7.4	5.4	0.9
Cc1noc(C)c1S(=O)(=O)Nc1cccc2c1O[C@@H](CN(C)C(=O)Nc1ccc(C(F)(F)F)cc1)[C@@H](C)CN([C@H](C)CO)C2=O	-13.0	-3.1	-9.6	16.6
CCCNC(=O)C[C@@H]1C[C@@H]2c3cc(NC(=O)CC4CC4)ccc3O[C@@H]2[C@@H](CO)O1	2.6	0.0	-79.5	4.8
Cc1ccc(-c2ccc([C@H]3[C@H](CO)N4CCCCN(C(=O)c5ccc(F)cc5)C[C@@H]34)cc2)cc1	3.5	-1.2	103.2*	32.7
CO[C@@H]1CN(C)C(=O)c2ccc(NC(=O)Nc3ccccc3F)cc2OC[C@H](C)N(C(C)=O)C[C@@H]1C	-11.1	-0.5	10.0	·
CCC(=O)N1[C@H](CO)[C@@H](c2ccccc2)[C@@H]1CN(CC)C(=O)NC1CCCC1	3.9	3.1	57.1	10.5
C/C=C/c1ccc(C2[C@@H]3CN(C(=O)Nc4ccc5c(c4)OCO5)C[C@H]2N3)cc1 (some centres not stated)	-36.8&-5.6	4.3&5.8	·	-5.1&15.4
O=C(C[C@H]1CC[C@H]2[C@@H](COC[C@H](O)CN2CC2CC2)O1)NCC1CC1	-6.3	1.2	72.1	2.9
COCc1cn(CC[C@@H]2CC[C@H](NC(=O)c3ccc(F)cc3)[C@@H](CO)O2)nn1	3.8	-0.1	6.1	-1.3
C[C@H]1CN([C@@H](C)CO)C(=O)c2cc(NC(=O)CCN3CCOCC3)ccc2O[C@H]1CN(C)CC1CC1	30.8	0.5	·	1.0
COc1ccc(NC(=O)N(C)C[C@H]2Oc3c(NC(=O)C4CC4)cccc3C(=O)N([C@@H](C)CO)C[C@H]2C)cc1	?	0.3	-20.0	1.2
C[C@H]1CN([C@@H](C)CO)C(=O)c2cccc(NC(=O)c3ccncc3)c2O[C@H]1CN(C)Cc1ccccc1	10.6	0.6	59.6	-2.4
CCC(=O)N(C)C[C@@H]1Oc2cc(-c3ccccc3F)ccc2S(=O)(=O)N([C@@H](C)CO)C[C@H]1C	21.2	6.0	-54.8	-2.1
O=C(Nc1ccc2c(c1)[C@H]1C[C@@H](CC(=O)N3CCc4ccccc4C3)O[C@H](CO)[C@H]1O2)Nc1ccccc1F	-70.7	0.5	·	1.9
O=C(Nc1cccc(F)c1)N1CC(=O)N2[C@@H](CO)[C@@H](c3ccc(-c4cccc(F)c4)cc3)[C@@H]2C1	16.1	-0.4	·	12.8
C[C@H](CO)N1C[C@H](C)[C@@H](CN(C)C(=O)Nc2ccccc2)Oc2ncc(Br)cc2C1=O	-18.2	14.5	51.9	3.2

Screens: PubChem BioAssay, Broad Institute
